# M1 antagonist = antagonists of rat M1 muscarinic receptor | Muscarinic acetylcholine receptor M1 (Rattus norvegicus), P08482 | AID 628, 2007 | CHO-M1 cells, Fluo-4 calcium, ACh EC80 antagonist mode; active compounds read low | 64,000 compounds, 3.4% hits | B-score at 10 µM;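 active = calcium fluorescence response, raw or row-and-column corrected B-score, differing from the plate sample mean either way at a set confidence level, mostly lower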
# 5HT1a ag = human 5-HT1a receptor agonists, primary screen, cell-based, CHO, Ga15 NFAT-bla reporter. 5-hydroxytryptamine receptor 1A (Homo sapiens), P08908. CHO 5-HT1a Ga15 NFAT-bla reporter, FRET ratio; 0% basal, 100% maximal reference agonist. activation, % at 10 µM. 65,000 compounds, 0.56% hits;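 active = activation above the screen-wide mean activation plus 3 SD, cut at about 19% in these data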;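 also: 0% = DMSO wells and 100% = 5-CT at EC100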
# Target sequence (P08908 whole entry, looked up): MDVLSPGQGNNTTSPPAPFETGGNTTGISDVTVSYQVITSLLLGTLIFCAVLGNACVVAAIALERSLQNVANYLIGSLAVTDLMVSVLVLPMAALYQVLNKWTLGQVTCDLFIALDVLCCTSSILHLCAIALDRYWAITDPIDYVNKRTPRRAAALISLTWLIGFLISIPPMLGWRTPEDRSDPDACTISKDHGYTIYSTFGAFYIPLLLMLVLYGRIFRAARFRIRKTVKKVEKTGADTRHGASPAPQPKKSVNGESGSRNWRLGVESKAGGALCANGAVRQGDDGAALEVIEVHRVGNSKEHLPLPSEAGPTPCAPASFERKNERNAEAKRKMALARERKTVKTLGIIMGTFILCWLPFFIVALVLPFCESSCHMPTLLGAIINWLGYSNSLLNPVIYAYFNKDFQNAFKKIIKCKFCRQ
# 5-HT1A blocker = human 5-HT1a receptor antagonists, primary screen, cell-based, CHO, Ga15 NFAT-bla reporter; 5-hydroxytryptamine receptor 1A (Homo sapiens), P08908; CHO 5-HT1a Ga15 NFAT-bla reporter, antagonist mode; inhibition, % at 10 µM; 62,000 compounds, 0.68% hits; AID 612, 2007;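 active = inhibition above the mean of all tested compounds plus 3 SD, cut at about 43% in these data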;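 also: receptor stimulated by 5-CT agonist at 100 nM near EC80; beta-lactamase reporter measured by ratiometric fluorescence of a cleavable substrate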
# M1 agonist = M1 muscarinic receptor agonists, primary screen, CHO-M1 cells, Fluo-4 calcium, agonist mode. Fluo-4 calcium fluorescence; active compounds read high. B-score at 10 µM. 64,000 compounds, 3% hits. AID 626, 2007;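 active = fluorescence rise, raw or as B-score row- and column-corrected plate score, outside the 99.7% band of its plate's samples, either direction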
# S1P1 ag pot = S1P1 agonists and agonism potentiators, primary screen, cell-based, primary and confirmation screens, CRE-bla reporter; AID 449, 2006; activation, % at 9.5 µM; S1P1 CRE-bla cells, forskolin, beta-lactamase FRET, potentiator mode; S1P1 agonist co-added at EC20, 2 nM; 100% = saturating reference agonist, 0% = basal; Sphingosine 1-phosphate receptor 1 (Homo sapiens), P21453; 56,000 compounds, 0.57% hits;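 active = activation above a cutoff set at the mean activation of all tested compounds plus 3 SD, cut at about 54% in these data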;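 also: forskolin at 4 µM as EC80 and the EC20 agonist is SEW2871; 100% = SEW2871 at its EC100 plus forskolin at EC80; some compounds past the cut are filed as inactive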
# S1P3 agonist = human S1P3 receptor agonists, primary screen, cell-based, primary and confirmation, NFAT-BLA reporter; Sphingosine 1-phosphate receptor 3 (Homo sapiens), Q99500; activation, % at 4.5 µM; S1P3 NFAT-BLA reporter cells, agonism, FRET ratio; relative to 1 µM S1P, basal subtracted; 60,000 compounds, 0.1% hits;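 active = activation above the screen-wide mean plus 3 SD, cut at about 4.5% in these data, passing the limit was not always enough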; also: some compounds called inactive have numbers as strong as hits
#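 Assay system: stable CHO line with human S1P3, Gα16, NFAT-BLA reporter; Detection: FRET β-lactamase substrate fluorescence, excitation 405 nm, 460/535 nm emission ratio, background-subtracted; Read-out: percent activation versus median 1 µM S1P response, basal-subtracted, per plate; Incubation: cells plated overnight, compound 4 h 37 °C, substrate 2 h RT.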
# Jurkat viability = cytotoxicity toward Jurkat T cells, primary screen, cytotoxicity control, cell-based, Jurkat E6.1, 60K MLSMR library; inhibition, % at 4 µM; Jurkat E6.1 viability, ATP luminescence, 48 h; 56,000 compounds, 1.2% hits;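 active = inhibition above the mean inhibition of all tested compounds plus 3 SD, cut at about 28% in these data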
# 5HT1E ag = 5-HT1E receptor agonists, primary screen, cell-based, HTS | AID 574, 2007 | 65,000 compounds, 0.69% hits | CHO 5-HT1E Ga15 NFAT-bla reporter, FRET; 0% DMSO wells, 100% control agonist wells | activation, % at 6 µM;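 active = activation above a set limit, the screen-wide mean activation plus 3 SD, cut at about 8.5% in these data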;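 also: 100% = positive control agonist at 1 µM giving full maximal response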
# Target sequence (P28566 whole entry, looked up): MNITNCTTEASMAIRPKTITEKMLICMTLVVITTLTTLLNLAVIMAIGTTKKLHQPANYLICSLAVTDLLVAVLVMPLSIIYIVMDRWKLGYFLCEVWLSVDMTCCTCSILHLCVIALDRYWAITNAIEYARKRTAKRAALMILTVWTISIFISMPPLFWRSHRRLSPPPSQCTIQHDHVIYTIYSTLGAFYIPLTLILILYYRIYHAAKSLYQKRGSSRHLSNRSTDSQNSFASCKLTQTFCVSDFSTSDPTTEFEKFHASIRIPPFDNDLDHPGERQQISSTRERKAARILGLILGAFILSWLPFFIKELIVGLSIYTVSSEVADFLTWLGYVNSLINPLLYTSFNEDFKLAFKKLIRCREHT
# 5HT1E antag = 5-HT1E receptor antagonists, primary screen, cell-based, HTS; 5-hydroxytryptamine receptor 1E (Homo sapiens), P28566; CHO 5-HT1E Ga15 NFAT-bla reporter, FRET, antagonist; inhibition, % at 6 µM; 65,000 compounds, 0.99% hits; AID 571, 2007;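 active = inhibition above a set limit, the mean inhibition across every tested compound plus 3 SD, cut at about 29% in these data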;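 also: signal is the 460 over 535 nm emission ratio of beta-lactamase substrate; 0% = agonist plus DMSO wells and 100% = wells without agonist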
# An asterisk follows results filed as active; x = no result given.
SMILES,M1 antagonist,5HT1a ag,5-HT1A blocker,M1 agonist,S1P1 ag pot,S1P3 agonist,Jurkat viability,5HT1E ag,5HT1E antag
COc1ccccc1CN1CC(C(=O)N2CCN(c3ccc(F)cc3)CC2)CC1=O (configuration not stated),1.1,1.6,-18,-0.31,3,1.1,0,-0.5,-2
Cc1ccc(C)n1CCN1CCN(CC(=O)Nc2cc(C(F)(F)F)ccc2Cl)CC1,-0.23,-0.8,5,-0.91,3,-2.0,-5,0.1,-22
OCCN1CN=C(Nc2nc3ccccc3o2)NC1,0.37,-3.4,-6,0.83,-12,0.2,-1,-0.1,5
CCOc1ccc(N2C(=O)c3cccnc3C2Nc2ccc(OC)cc2)cc1 (configuration not stated),0.04,0.8,3,0.045,6,-0.7,4,-0.6,9
Cc1nonc1NC(=O)Nc1cccnc1,0.58,-2.6,4,0.3,-5,-0.5,3,-0.6,-5
Cc1nn(-c2cccc(Cl)c2)c2c1C(c1cccnc1)C(C#N)=C(N)O2 (configuration not stated),0.29,-3.1,17,-0.34,4,-0.2,11,-0.4,0
CC(=O)c1sc2nc(=O)c(C)nn2c1C,0.058,0.4,-11,-0.34,-19,0.3,-4,-0.9,-7
COc1ccc(OCCn2c(=N)n(CCO)c3ccccc32)cc1,-0.016,-2.2,17,0.73,-5,-0.2,-7,-0.2,2
COc1ccc(CCNC(=O)Cn2c(=O)oc3ccccc32)cc1OC,-0.5,-1.4,-1,-0.22,-13,0.6,-7,-0.5,0
CC(=O)c1c(N2CCN(c3ccccc3)CC2)nc(=S)n(-c2ccccc2)c1C,-0.39,-3.9,-1,-0.074,-11,-1.2,6,-1.6,2
CC1CCN(CCCn2c(=S)[nH]c3ccc(N4CCOCC4)cc3c2=O)CC1,-0.39,-2.3,-7,-0.092,x,x,x,0.5,0
COC(=O)[C@H](C)NC(=O)Nc1ccc(S(N)(=O)=O)cc1,1.6*,-3.8,2,0.41,-10,-1.1,-7,-0.6,10
CC(=O)Nc1ccc2c(c1)CCCN2C(=O)c1ccccc1,-0.032,-0.3,3,-1.1,-10,-1.3,-1,0.9,-16
CC1(C)CC(=O)c2cc(OCC(=O)NCC3CCCO3)ccc2O1 (configuration not stated),-0.082,-3.7,-6,-0.72,-17,-0.8,0,0.1,-5
O=c1c2ccccc2nc(SCc2nnc(-c3ccccc3)o2)n1-c1ccc(F)cc1F,1,4.8,12,-0.06,-4,-0.3,0,0.2,3
CCOC(=O)C1=C(N)OC2=C(C(=O)CC(C)(C)C2)C1c1ccccc1OCC#N (configuration not stated),0.041,0.4,2,-0.7,2,0.9,-5,-1.3,8
O=C1c2ccccc2C(Nc2ccc(S(=O)(=O)N3CCCCC3)cc2)N1c1ccccn1 (configuration not stated),-0.25,1.5,18,0.35,30,-1.4,-2,-0.5,4
O=c1nc2scc(-c3ccccc3)n2c2ccccc12,-0.73,0.1,2,1,x,x,x,0.6,17
CC(NC(=O)c1ccccc1NS(C)(=O)=O)c1ccccc1 (configuration not stated),-0.38,-4.4,8,0,2,0.4,-4,0.1,-4
COc1ccc(N(C(=O)c2ccco2)S(=O)(=O)c2cccs2)cc1,-0.28,1.1,4,-0.032,x,-1.2,3,0.3,7

# Fetched by compound from the list above, two records:
SMILES,M1 antagonist,5HT1a ag,5-HT1A blocker,M1 agonist,S1P1 ag pot,S1P3 agonist,Jurkat viability,5HT1E ag,5HT1E antag
O=c1nc2scc(-c3ccccc3)n2c2ccccc12,-0.73,0.1,2,1,x,x,x,0.6,17
CCOC(=O)C1=C(N)OC2=C(C(=O)CC(C)(C)C2)C1c1ccccc1OCC#N (configuration not stated),0.041,0.4,2,-0.7,2,0.9,-5,-1.3,8

# Carrying on.
SMILES,M1 antagonist,5HT1a ag,5-HT1A blocker,M1 agonist,S1P1 ag pot,S1P3 agonist,Jurkat viability,5HT1E ag,5HT1E antag
COC(=O)Cc1cc(=O)n2[nH]c(C)nc2n1,x,-3.8,0,x,2,-1.6,0,1.5,-5
CN1CCN(C(=O)c2ccc3c(c2)NC(=O)C(N2CCOCC2)S3)CC1 (configuration not stated),0.3,-2.1,2,0.56,-4,-0.6,-6,-0.5,-3
COC(=O)c1ccc(CSc2nc(C)nc3c2c(=O)n(C)c(=O)n3C)o1,-2*,-4.4,-14,-0.098,-26,-1.1,-5,0.8,5
CCn1c(CSc2nc3ccccc3[nH]2)n[nH]c1=S,0.44,1.1,-10,-0.7,-7,-0.5,-5,-0.6,5
COc1cc(CN2CCC(C(=O)N3CCN(c4ccccc4F)CC3)CC2)ccc1O,1.8,-1.8,-9,0.08,-6,-0.6,3,-1.5,-3
CC(C)CNC(=O)COc1ccc2c3c(c(=O)oc2c1)CCC3,-0.57,-2.8,-10,0.28,-31,0.3,-3,0.2,-13
CCN1CCN(CCCNc2ncnc3nc[nH]c23)CC1,0.75,-1.4,4,-0.08,18,-0.8,1,-0.1,-9
O=C(Nc1ccc(N2CCOCC2)cc1)c1cc2ccccc2o1,-0.41,-0.6,0,-0.88,-2,-1.0,5,-0.2,13
CCc1nnc(NC(=O)CSc2nnc(C3CCCCC3)n2-c2ccccc2)s1,0.36,1.0,-2,0.73,8,-0.3,-3,0.1,1
CCn1c(=O)cc(OCC(=O)NCc2ccco2)c2ccccc21,-0.011,-4.1,-1,-0.95,-53,-1.0,-3,-0.6,-13
CC1(C)Cc2c(c(-c3ccco3)[nH]c(=O)c2C#N)CO1,0.2,-0.4,-1,0.087,-3,-0.7,4,-0.8,-5
CC(=O)N(C)C1(c2nnnn2CCOC(=O)Nc2ccc(Cl)cc2)CCCCC1,0.079,-1.9,5,0.96,-2,-0.9,9,-0.3,4
CC1=CCC(C(C)(C)NC(=O)c2ccccc2)C/C1=N\O (configuration not stated),-0.7,-3.2,6,-0.9,-7,-1.6,6,1.0,-14
CCN(CCCNC(=O)C1CCN(S(=O)(=O)CC)CC1)c1ccccc1,-0.076,-1.7,10,-0.034,-4,-0.8,0,-1.0,16
O=C(Nc1ccc(F)cc1)N(CCCN1CCOCC1)Cc1cc2cc3c(cc2[nH]c1=O)OCO3,0.087,1.1,-26,-0.095,-103,0.3,-1,1.0,-11
COc1ccccc1-c1cc(C(=O)NCc2cccs2)no1,-0.19,-3.1,6,-0.33,31,-0.2,8,-0.4,10
CC1CCCN(S(=O)(=O)c2coc(C(N)=O)c2)C1 (configuration not stated),-0.12,-1.8,-2,-0.025,10,-0.6,-5,0.3,-1
CCOC(=O)C1CCN(c2c(NCCCN(C)C3CCCCC3)c(=O)c2=O)CC1,-0.67,-2.3,-1,-0.3,-3,0.1,-13,0.7,-8
O=C(C1CSC2(c3ccc(F)cc3)CCC(=O)N12)N1CCCCCC1 (configuration not stated),-0.5,-0.9,9,-1.1,3,-0.4,-4,-1.4,3
O=C(Nc1nnc(-c2ccccc2)o1)NC1CCCCC1,0.11,0.1,22,0.24,-11,-0.6,1,-0.9,8
COc1ccc(C(=O)N2CCC(C(=O)Nc3cccc(C)c3)CC2)cc1OC,0.076,-1.9,-2,-0.029,4,-1.0,-3,-1.0,-10
CCSc1nnc(NC(=O)C(C)(C(F)(F)F)C(F)(F)F)s1,-0.55,-1.3,x,-1.2,-2,-5.7,x,-0.8,13
CCc1nnc(SCC(=O)N2CCCc3ccccc32)nc1CC,-3.3*,-0.2,10,0.25,-8,0.9,-8,-0.1,15
COc1ccc(-c2cn3c(C)c(C(=O)NCCN4CCOCC4)sc3n2)cc1,-0.97,0.2,2,-2,10,0.4,-4,-0.5,-2
CN(CC(=O)N1CCCCCC1)S(=O)(=O)c1ccc(Br)s1,-0.4,-0.8,-1,1.3,x,x,x,0.5,9
CCOC(=O)NCc1ccc(Cl)c(Cl)c1,0.19,-1.6,2,0.55,x,-0.7,2,0.8,0
CCn1c(=O)c2ccccc2n2c(SCC(=O)N3CCCc4ccccc43)nnc12,-1,0.0,-8,0.61,-1,0.1,3,-0.3,9
O=C(CCC1CCCC1)N1CCN(C(=O)C2CC2)CC1,-0.073,-2.8,-16,-0.53,-6,-0.5,-4,-0.5,1
COc1ccc(-c2cc(C(F)(F)F)n3ncc(C(=O)O)c3n2)cc1OC,-0.23,-1.3,-4,0.037,-10,1.4,0,-1.1,-7
Cc1ccc(C(C(=O)NC2CCCCC2)N2CCCC2)cc1 (configuration not stated),-3.8*,-1.9,19,-1,x,x,x,-1.2,-2
CCOC(=O)N1CCN(C(=O)CN(C)S(=O)(=O)c2ccc(OC)c(OC)c2)CC1,0.36,-0.9,-4,0.0039,-49,-0.6,6,-0.5,4
CCOC(=O)c1cnc(-c2ccccc2)nc1N,-2.2*,-2.2,12,-1.7,6,-0.6,-2,-0.1,-3
O=S(=O)(c1cccs1)N1CCN(c2ccccn2)CC1,-0.74,1.6,1,-0.11,-31,-0.4,5,0.3,15
O=S(=O)(NCCc1ccccc1F)c1cccc(S(=O)(=O)N2CCOCC2)c1,-0.32,-0.4,9,-1.2,x,x,x,-0.2,3
CCCc1cc(C(=O)Nc2cc(OC)c(Cl)cc2OC)no1,-0.93,-1.4,3,0.02,-6,-0.8,-4,-0.3,-12
NC(=O)C1(S(=O)(=O)c2ccccc2)CCCCC1,-1.1,1.9,-8,-0.71,x,-0.2,0,0.4,5
O=C(c1ccc2c(c1)OCCO2)C1CCN(C(=O)c2ccc(F)c(F)c2)CC1,-0.018,0.2,4,0.36,21,-0.6,2,-0.2,4
COc1ccc2c(C)nc(Nc3nc(C)cc(=O)[nH]3)nc2c1,0.15,1.0,-31,-0.24,-115,0.6,-1,0.1,9
O=C(COC(=O)c1ccccc1F)c1ccc(-n2nncc2-c2ccco2)cc1,-0.22,2.2,-9,0.084,-2,-0.2,-2,4.6,-3
Cc1cccc(-n2c(CNC(=O)c3ccc(S(=O)(=O)N4CCCC4)cc3)n[nH]c2=S)c1,0.29,-1.7,4,0.29,x,x,x,-0.8,6
CCn1c(=O)cc(C(=O)OC)sc1=Nc1ccc(F)c(F)c1,-1.1,0.2,6,0.43,5,-0.1,10,0.6,38*

# Results in M1 agonist and Jurkat viability (four entries from above):
compound	M1 agonist	Jurkat viability
COC(=O)Cc1cc(=O)n2[nH]c(C)nc2n1	x	0
CN1CCN(C(=O)c2ccc3c(c2)NC(=O)C(N2CCOCC2)S3)CC1 (configuration not stated)	0.56	-6
COC(=O)c1ccc(CSc2nc(C)nc3c2c(=O)n(C)c(=O)n3C)o1	-0.098	-5
CCn1c(CSc2nc3ccccc3[nH]2)n[nH]c1=S	-0.7	-5
